Bioassay records from PubChem BioAssay.
JMJD2E inh: qHTS Assay for Inhibitors of Human Jumonji Domain Containing 2E (JMJD2E); Lysine-specific demethylase 4E (Homo sapiens), B2RXH2; JMJD2E catalytic domain, FDH-coupled NADH fluorescence (FDH is formaldehyde dehydrogenase); Potency, µM (series often up to 57.1 µM), without a hit: at the top dose activity change, negative = inhibition, usual class: inhibitors; 1.6% of 230,000 active; AID 2147, 2009; active means well fitted inhibition curve with a large enough effect, not every such curve was filed as active; inconclusive means small, poorly fitted or top-dose-only effect, or another doubt; inactive means no such curve, though single readings can be large or run the other way;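 further: 0% = wells with enzyme and -100% = buffer wells without enzyme; nearly all actives have a fitted effect of over 50% in size; many of its hits are not listed in these tables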
Target sequence (B2RXH2 1-337 limits assumed): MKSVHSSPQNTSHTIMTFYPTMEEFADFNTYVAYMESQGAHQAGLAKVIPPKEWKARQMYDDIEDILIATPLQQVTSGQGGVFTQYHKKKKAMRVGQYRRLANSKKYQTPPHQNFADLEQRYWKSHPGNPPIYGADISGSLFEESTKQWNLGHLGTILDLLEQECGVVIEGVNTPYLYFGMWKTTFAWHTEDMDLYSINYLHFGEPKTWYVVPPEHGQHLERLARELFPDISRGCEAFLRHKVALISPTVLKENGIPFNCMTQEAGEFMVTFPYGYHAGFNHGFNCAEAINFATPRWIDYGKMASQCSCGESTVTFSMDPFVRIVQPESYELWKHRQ
Tau fibril FP: qHTS for Inhibitors of Tau Fibril Formation, Fluorescence Polarization. Microtubule-associated protein tau (Homo sapiens), P10636. K18 P301L tau heparin fibrillization, Alexa594 FP, 6 h. Potency, µM (series often up to 57.7 µM), without a hit: at the top dose activity, negative = inhibition, most hits filed as inhibitors. 0.39% of 280,000 active; further: nearly all actives have a fitted effect of over 55% in size
Target sequence (P10636 561-689 P618L limits assumed): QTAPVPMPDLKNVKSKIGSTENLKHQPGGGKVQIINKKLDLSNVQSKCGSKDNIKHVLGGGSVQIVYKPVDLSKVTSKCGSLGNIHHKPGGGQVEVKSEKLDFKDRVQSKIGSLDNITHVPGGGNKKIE
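Recombinant K18 P301L […], labeled with Alexa 594 at 0.24 uM over 15 uM unlabeled; heparin inducer 20 uM final; 37 C, 6 hr; FP endpoint.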
GoLoco inh red: qHTS Assay for Inhibitors of RGS12 GoLoco Motif Activity (Red Fluorophore) | Potency, µM (titrated, usually from 61.6 µM), for the others: at the highest dose activity, negative = inhibition, hits mostly inhibitors | 0.44% of 230,000 active | Gai1:RGS12 GoLoco peptide FP, rhodamine, 10 min | AID 880, 2007; active means well fitted inhibition curve with a large enough effect, not every such curve was filed as active; inactive means no such curve, though single readings can be large or run the other way; further: nearly all actives have a fitted effect of over 30% in size; many of its hits are not listed in these tables
Target sequence (P63096 whole entry, looked up): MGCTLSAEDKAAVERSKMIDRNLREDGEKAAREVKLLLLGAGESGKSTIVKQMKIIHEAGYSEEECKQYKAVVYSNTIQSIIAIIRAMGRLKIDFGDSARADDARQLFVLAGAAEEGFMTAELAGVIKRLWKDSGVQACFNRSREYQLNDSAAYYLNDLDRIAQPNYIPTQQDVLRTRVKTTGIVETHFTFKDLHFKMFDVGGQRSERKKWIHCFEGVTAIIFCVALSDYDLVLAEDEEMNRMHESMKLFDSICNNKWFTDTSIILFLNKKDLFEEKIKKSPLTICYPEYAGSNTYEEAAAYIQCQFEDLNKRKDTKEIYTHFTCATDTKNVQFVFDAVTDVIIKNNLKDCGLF
L3MBTL1 inh: qHTS Assay for the Inhibitors of L3MBTL1 | Lethal(3)malignant brain tumor-like protein 1 (Homo sapiens), Q9Y468 | AlphaScreen L3MBTL1–H3K9me1 peptide binding | Potency, µM (top dose mostly 57.1 µM), for inactives: at the top dose activity, negative = inhibition, hits mostly inhibitors | 0.66% of 230,000 active | AID 485360, 2010; further: nearly all actives have a fitted effect of over 60% in size
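AlphaScreen assay: L3MBTL1 (50 nM final) was preincubated 30 min at room temperature with biotinylated H3(1-15)K9me1 peptide (75 nM final), then 30 min with library compounds; streptavidin donor and nickel chelate acceptor beads (10 ug/mL final) added, 30 min dark.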
TRb-SRC2 inh: qHTS for Inhibitors of the Interaction of Thyroid Hormone Receptor and Steroid Receptor Coregulator 2; AID 1469, 2008; Potency, µM (doses to about 106 µM), for the others: top-dose activity change, negative = inhibition, hits mostly inhibitors; TRbeta-SRC2 peptide binding, fluorescence polarization; receptor liganded with 1 µM T3; Thyroid hormone receptor beta (Homo sapiens), P10828; 0.065% of 280,000 active;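 further: plate controls were bound peptide for no effect and peptide without receptor for full effect; nearly all actives have a fitted effect of over 50% in size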
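Each compound concentration gave % activity, normalized to unbound and bound Texas Red SRC2 controls, from polarization read after 5 hr ambient incubation with T3-loaded human TRb LBD.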
Tau fibril ThT: qHTS for Inhibitors of Tau Fibril Formation, Thioflavin T Binding; recombinant tau K18 P301L, heparin-induced fibrillization, ThT fluorescence; Potency, µM (series often up to 57.4 µM), for inactives: at the top dose activity, negative = inhibition, usual class: inhibitors; 2.1% of 270,000 active; AID 1460, 2008; further: nearly all actives have a fitted effect of over 55% in size
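Fibril formation assay: tau K18 P301L at 15 uM with trace Alexa 594 label, heparin inducer 20 uM, pH 7 sodium acetate buffer, 37 C for 6 hr; endpoint ThT signal.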
RECQ1 inh: qHTS Assay for Inhibitors of RecQ-Like Dna Helicase 1 (RECQ1). RECQ1 DNA unwinding, red fluorescence kinetic read. Potency, µM (titrated, usually from 57.3 µM), for the others: at the top dose activity, negative = inhibition, actives largely listed as inhibitors. AID 2549, 2010. ATP-dependent DNA helicase Q1 (Homo sapiens), P46063. 0.54% of 240,000 active;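 further: plate controls were vehicle for no effect and no enzyme for full effect; nearly all actives have a fitted effect of over 30% in size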
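50 nM RECQ1T1 preincubated 15 min with compound in Tris pH 8.0 buffer with MgCl2, DTT, Tween-20 and 2.5 ug/ml poly(dI-dC); started with 200 nM TAMRA/BHQ-2 forked duplex and 2 mM ATP. Unwinding read as fluorescence (525/598 nm), two reads 2 h apart.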
TexasRed fluor: Total Fluorescence Counterscreen for Inhibitors of the Interaction of Thyroid Hormone Receptor and Steroid Receptor Coregulator 2 | TRb/SRC2 Texas Red total fluorescence interference | Potency, µM (series often up to 106 µM), for the others: top-dose fluorescence change, negative = quenching | 0.29% of 280,000 active | AID 1479, 2009; active means well fitted curve in either direction with a large enough effect; inconclusive means small, poorly fitted or top-dose-only effect
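Human TRβ ligand-binding domain (0.6 uM) and Texas Red SRC2 peptide (20 nM) in Tris buffer with 1 uM T3 and 5% DMSO were incubated with pinned compound for 5 hr at ambient temperature. Total fluorescence was computed as S + 2P (555/632 nm).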
Active calls of the source: *; i = inactive; ? = inconclusive; . = no result given; & = joins results of further samples; [ ] = dose if it differs, or a comment. Unless noted, the call rests on the fitted dose curve; in most records, active means well fitted curve in the direction sought with a large enough effect; inconclusive means small, poorly fitted or top-dose-only effect, or another doubt; inactive means no such curve, though single readings can be large; an effect the other way counts as inactive or inconclusive. Unless noted, on the % scale 0 is the no-effect control and ±100 the full control effect; potency means the concentration at half of the fitted maximal effect. These rows are one share of the data; count on the stated rates, not on these rows.

Structure | JMJD2E inh | Tau fibril FP | GoLoco inh red | L3MBTL1 inh | TRb-SRC2 inh | Tau fibril ThT | RECQ1 inh | TexasRed fluor
CCCOc1ccc(-c2cnc(SCC(N)=O)nc2N)cc1 | 1% | 5% | 6% | -4% | -6% | -14% | 4% | -2%
CS(=O)(=O)Nc1ccc(C(=O)NC2CCCC2)cc1 | -4% | 0% | 3% | 2% | -3% | 0% | i | 0%
CCc1ccc(-c2nn(Cc3ccccc3)cc2/C=C/C(=O)O)cc1 | 1% | 6% | 2% | . | -6% | -9% | -5% | -6%
CCC1CCCCN1C(=O)Cn1c(C(=O)OC)cc2ccsc21 (stereo unspecified) | -2% | 1% | -3% | 4% | -2% | -7% | -13% | -2%
Cc1nn(Cc2ccc(C(=O)O)o2)c(C)c1[N+](=O)[O-] | -1% | 2% | 0% | -2% | 3% | -8% | 10% | -1%
O=C(NCC1CCCO1)c1ccc2c(c1)OCO2 (stereo unspecified) | -6% | 1% | -3% | -4% | -7% | 8% | 4% | -4%
COc1ccc(CCNC(=O)c2ccc(Cn3c(=O)c4ccccc4n(Cc4cccc(F)c4)c3=O)cc2)cc1OC | . | 0% | . | . | 3% | 3% | . | -3%
O=C(Cn1ncc2c(=O)oc3ccccc3c21)NCc1cccnc1 | 3% | -3% | 4% | . | -1% | 0% | 0% | -1%
O=C(Nc1ccc2oc(-c3ccc(Br)cc3)nc2c1)c1cc2ccccc2o1 | . | -4% | . | . | 0% | ? | . | 7%
O=C(NC1CC2CCCC(C1)N2C(=O)NC1CCCCC1)c1ccccc1 (stereo unspecified) | 2% | -4% | 7% | . | -12% | -12% | 6% | -1%
CCN(CC)CCCOC(=O)C1(c2ccccc2)CCCC1 | -4% | 6% | -1% | . | 7% | -6% | -1% | -1%
Cc1nn(Cc2ccc([N+](=O)[O-])cc2)c(=O)n1-c1c(F)cccc1F | 3% | -13% | 10% | 2% | -4% | -15% | 1% | -3%
Cc1ncc(CO)c(C=O)c1O | ? | -8%&4% | 5%&10% | . | -5%&7%&-3% | -1%&-6% | -4%&-1% | -5%&0%&-1%
Nc1cc(N)nc(SCC(=O)Nc2ccccc2)n1 | -1% | ? | -3% | -3% | -6% | -8% | i | 3%
O=C(NCC1CCCN(Cc2ccccc2F)C1)c1cccc(C(F)(F)F)c1 (stereo unspecified) | 9% | 0% | 1% | 1% | -5% | -7% | -4% | -1%

Grouped by structure: the compounds so far with sulfur (4)
Structure | JMJD2E inh | Tau fibril FP | GoLoco inh red | L3MBTL1 inh | TRb-SRC2 inh | Tau fibril ThT | RECQ1 inh | TexasRed fluor
CCCOc1ccc(-c2cnc(SCC(N)=O)nc2N)cc1 | 1% | 5% | 6% | -4% | -6% | -14% | 4% | -2%
CS(=O)(=O)Nc1ccc(C(=O)NC2CCCC2)cc1 | -4% | 0% | 3% | 2% | -3% | 0% | i | 0%
CCC1CCCCN1C(=O)Cn1c(C(=O)OC)cc2ccsc21 (stereo unspecified) | -2% | 1% | -3% | 4% | -2% | -7% | -13% | -2%
Nc1cc(N)nc(SCC(=O)Nc2ccccc2)n1 | -1% | ? | -3% | -3% | -6% | -8% | i | 3%

More structures
Structure | JMJD2E inh | Tau fibril FP | GoLoco inh red | L3MBTL1 inh | TRb-SRC2 inh | Tau fibril ThT | RECQ1 inh | TexasRed fluor
O=C(c1cc(F)ccc1F)C1CCCN(C(=O)c2ccco2)C1 (stereo unspecified) | 1% | ? | 0% | 5% | -2% | 7% | i | -2%
CNC(=O)[C@]1(C)C[C@H]1[C@H](NC(=O)[C@]1(C)C[C@H]1[C@H](NC(=O)OCc1ccccc1)c1ccccc1)c1ccccc1 | 2% | 5% | -2% | . | 0% | -9% | -3% | -1%
Cc1ccc(-c2cc3cccc[n+]3cc2-c2ccc(C)cc2)cc1 | ? | 4% | 9% | -11% | 4% | ? | -17% | -4%
COc1cccc(C(=O)N(Cc2cccnc2)c2nc3c(OC)ccc(C)c3s2)c1OC | . | -4% | . | . | -9% | ? | . | 1%
Cc1c(Cl)cccc1NC(=S)NCc1cccn1C | 3% | 1% | 5% | -4% | 6% | 0% | -6% | 1%
O=c1ccn(Cc2ccccc2)cc1 | 15% | -3% | 5% | . | 8% | -1% | i | 0%
Cc1noc(Cn2c(=O)c3ccccc3n(CC(=O)Nc3ccc(Cl)cc3)c2=O)n1 | . | ? | . | . | -1% | 8% | . | 1%
C=CCNc1nnc(SC2CC(=O)N(c3ccc(OC)cc3)C2=O)s1 (stereo unspecified) | -4% | -9% | -6% | . | -7% | ? | -1% | -3%
Cc1nc2c(oc3ccc(Cl)cc32)c(=O)[nH]1 | -11% | 12% | -3% | . | 0% | . | i | -5%
Cc1ccc(NC(=O)CCS(=O)(=O)c2ccc(Br)cc2)nc1 | ? | -9% | -8% | 3% | 9% | 2% | i | 2%
COC(=O)CC/C(C)=N\Nc1ccc([N+](=O)[O-])cc1[N+](=O)[O-] | 6% | 2% | 5% | -5% | 2% | ? | -13% | 2%
CC1(C)CC(=O)C2=C(C1)N(Cc1ccco1)C(=O)C2(O)C(F)(F)F (stereo unspecified) | 5% | -10% | 4% | -6% | 0% | -14% | 0% | -3%
CCC(C)NC(=O)CC(NS(=O)(=O)c1ccc(C)cc1)c1ccc(OC)cc1 (stereo unspecified) | 8% | -2% | 2% | 4% | 3% | -2% | -3% | -1%
C=CCOC(=O)NC(c1ccc(F)c(F)c1)C(C(=O)COC)C(=O)OC (stereo unspecified) | 6%&-10% | 1%&0% | -1%&1% | . | -4%&12% | ? | -5%&3% | -1%&-2%
Cc1ccc(-c2nc3ncccc3o2)cc1NC(=O)Cc1ccc(Cl)cc1 | 1% | 4% | 7% | -4% | -24% | -5% | i | 3%

Single records, from the list above. Order of values: JMJD2E inh, Tau fibril FP, GoLoco inh red, L3MBTL1 inh, TRb-SRC2 inh, Tau fibril ThT, RECQ1 inh, TexasRed fluor
Cc1noc(Cn2c(=O)c3ccccc3n(CC(=O)Nc3ccc(Cl)cc3)c2=O)n1 reads ., ?, ., ., -1%, 8%, ., 1%
C=CCNc1nnc(SC2CC(=O)N(c3ccc(OC)cc3)C2=O)s1 (stereo unspecified) reads -4%, -9%, -6%, ., -7%, ?, -1%, -3%

Remaining list, next part:
Structure | JMJD2E inh | Tau fibril FP | GoLoco inh red | L3MBTL1 inh | TRb-SRC2 inh | Tau fibril ThT | RECQ1 inh | TexasRed fluor
CCOc1ccc(S(=O)(=O)NCC2CCCO2)cc1 (stereo unspecified) | -7% | -3% | 4% | . | 4% | -10% | i | 1%
CCOC(=O)C1Oc2ccccc2C(c2ccc(F)cc2)=C1C(=O)OC (stereo unspecified) | . | -6%[81.3 µM] | -3%[88.7 µM] | 3% | -1% | -12%[81.4 µM] | -11%[81.1 µM] | 1%
Cc1ccccc1C(O)c1ccccn1 (stereo unspecified) | 4% | -6% | 8% | -2% | -3% | 5% | -4% | -1%
O=C(COC(=O)c1cccnc1Cl)c1ccc(F)cc1 | 0% | 2% | 8% | 5%[11.4 µM] | -4% | -5% | i | -1%
CC1(C)CC2CC(C)(CN2c2ncnc3ccc(Br)cc23)C1 (stereo unspecified) | 6% | 2% | -9% | ? | -5% | 0% | 2% | -2%
Cc1ccc(-c2noc(CNC(=O)c3ccc(C)c(Cl)c3)n2)cc1 | . | ? | . | . | -9% | -8% | . | 2%
CC(NCc1ccncc1)C12CC3CC(CC(C3)C1)C2 (stereo unspecified) | -1% | 9% | 20% | -6% | -2% | -6% | 22% | -2%
Cc1ccc(C(=O)NNc2cc(=O)n(C)c(=O)n2C)cc1C | 1% | ? | 3% | 10% | 6% | -12% | -8% | 8%
COc1ccc(CCNC(=O)CSc2nnnn2Cc2ccc3c(c2)OCO3)cc1OC | 7% | -1% | -5% | -1% | -3% | -6% | i | -2%
CCCn1c(SCC(=O)NCc2ccco2)nnc1-c1ccncc1 | -25% | -8% | 8% | -6% | -11% | -16% | 10% | 0%
CCOC(=O)CSc1nc(N)cc(=O)[nH]1 | -1% | -8% | -8% | -1% | 0% | -12% | 0% | -2%
Cc1c(NC(=O)Cc2ccccc2)cccc1-c1nc2cccnc2s1 | . | -2% | . | . | -6% | 14% | . | -1%
C[C@H]1O[C@@H](n2cc(F)c(=O)[nH]c2=O)[C@H](O)[C@@H]1O | -2% | -2% | 8%&4% | 2% | -2%&4% | ? | -6% | -2%&0%
CCOC(=O)c1[nH]c(C(=O)O)c(OC(=O)CC)c1C | -15% | 4% | 9% | -9% | -6% | -6% | -2% | -1%
COC(=O)c1ccc(NC(=O)CSC2=Nc3ccccc3C3CC=NN23)cc1 (stereo unspecified) | ? | ? | 10% | . | -7% | ? | -12% | -1%
Cc1ccc(CCNc2ccccc2C)cn1 | 1% | 9% | -5% | -4% | -2% | -9% | -6% | -2%
CCOc1cc(NC(=O)c2ccccn2)c(OCC)cc1NC(=O)CC(C)C | 4% | 18% | 14% | 5% | 6% | -6% | -1% | 1%
